# Compound activity deposited in PubChem by National Center for Advancing Translational Sciences (NCATS).
# IMPase Li inh = IMPase inhibition in cells with lithium potentiation; CHO-M1 cells, IP1 TR-FRET (IP-One), carbachol + lithium; Potency, µM (highest dose often 59.4 µM), without a hit: at the highest dose activity, negative = IMPase inhibition, most hits filed as inhibitors; 210,000 tested, 0.35% active; AID 1457;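 also: IP1 builds up when IMPase is blocked and the TR-FRET signal falls; plate controls were basal vehicle for no effect and high inhibitor control for full effect; nearly all actives have a fitted effect of over 50% in size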
#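 CHO cells stably expressing M1 receptor (2000/well) were cultured 16–30 h, then exposed to compounds with a small lithium addition for 30 min at 37C. IP1 was measured by TR-FRET competition; AC50 from Hill fits.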
# JMJD2E inh = JMJD2E (human) inhibition. B2RXH2. JMJD2E catalytic domain, FDH-coupled NADH fluorescence (FDH is formaldehyde dehydrogenase). Potency, µM (doses to about 57.1 µM), inactives show at the highest dose activity change, negative = inhibition, hits mostly inhibitors. 230,000 tested, 1.6% active; active = well fitted inhibition curve with a large enough effect, not every such curve was filed as active; inconclusive = small, poorly fitted or top-dose-only effect, or another doubt; inactive = no such curve, though single readings can be large or run the other way;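 also: 0% = wells with enzyme and -100% = buffer wells without enzyme; nearly all actives have a fitted effect of over 50% in size; many of its hits are not listed in these tables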
# Target sequence (B2RXH2 1-337 limits assumed): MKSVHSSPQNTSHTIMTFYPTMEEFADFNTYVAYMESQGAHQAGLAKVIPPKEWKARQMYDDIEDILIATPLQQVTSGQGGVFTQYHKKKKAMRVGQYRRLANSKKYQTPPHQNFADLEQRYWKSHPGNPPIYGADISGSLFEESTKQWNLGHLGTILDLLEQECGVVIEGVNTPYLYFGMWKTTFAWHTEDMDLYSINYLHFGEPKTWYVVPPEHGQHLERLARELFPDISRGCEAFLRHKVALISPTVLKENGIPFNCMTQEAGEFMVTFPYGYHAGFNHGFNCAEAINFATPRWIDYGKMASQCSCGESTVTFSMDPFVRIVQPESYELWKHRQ
# Epigenetic derep = derepresses silenced GFP reporter in murine cells; murine LDR cells, GFP reporter derepression, 30 h; Potency, µM (top dose mostly 53.9 µM), for inactives: at the highest dose GFP activation, hits mostly activators; 280,000 tested, 0.2% active; also: % of control where 0% means no effect; nearly all actives have a fitted effect of over 60% in size
#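 Murine LDR cells carrying a silenced, genomically integrated CMV-driven GFP reporter were exposed to compound for 30 hours at 37 C. After PBS washes, GFP-positive cells (20–120 um objects) were counted by laser-scanning microplate cytometry.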
# Luc counter = counter-screen: inhibitors of Kinase-Glo firefly luciferase | Q27757 | Kinase-Glo luciferase, ATP luminescence, 8 min | Potency, µM (highest dose often 38.3 µM), inactives show at the highest dose activity change, negative = inhibition, usual class: inhibitors | 200,000 tested, 0.28% active | AID 1379; also: % is scaled to controls: 0 for no effect and ±100 for the full control effect; nearly all actives have a fitted effect of over 60% in size
#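 Kinase-Glo luciferase light output from ATP and luciferin was measured with 10 uM ATP, within the enzyme's linear range. Buffer: 50 mM imidazole pH 7.2, 50 mM KCl, 7 mM MgCl2, 0.01% Tween 20, 0.05% BSA; luminescence read after 8 min at ambient temperature.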
# SMN2 splice enh = increases expression of the SMN2 splice variant. HEK293 SMN2-luciferase splicing reporter, luminescence, 30-36 h. Potency, µM (top dose mostly 46.1 µM), for inactives: at the highest dose activity change, positive = activation, most hits filed as activators. 210,000 tested, 2.8% active. AID 1458; also: % of control where 0% means no effect; nearly all actives have a fitted effect of over 55% in size
#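 HEK293 cells carry an SMN2 […]–luciferase reporter in which exon 7 inclusion puts luciferase in frame. Cells were plated 10-12 h before compound addition, then incubated 30-36 h at 37C. ONE-Glo luminescence was read; sodium butyrate at 4.5 mM final served as control.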
# GoLoco inh red = blocks human Gai1 binding to RGS12 GoLoco peptide, red readout. P63096. Gai1:RGS12 GoLoco peptide FP, rhodamine, 10 min. Potency, µM (titrated, usually from 61.6 µM), without a hit: top-dose activity, negative = inhibition, usual class: inhibitors. 230,000 tested, 0.44% active. AID 880; active = well fitted inhibition curve with a large enough effect, not every such curve was filed as active; inactive = no such curve, though single readings can be large or run the other way; also: % is scaled to controls: 0 for no effect and ±100 for the full control effect; nearly all actives have a fitted effect of over 30% in size; many of its hits are not listed in these tables
# Target sequence (P63096 whole entry, looked up): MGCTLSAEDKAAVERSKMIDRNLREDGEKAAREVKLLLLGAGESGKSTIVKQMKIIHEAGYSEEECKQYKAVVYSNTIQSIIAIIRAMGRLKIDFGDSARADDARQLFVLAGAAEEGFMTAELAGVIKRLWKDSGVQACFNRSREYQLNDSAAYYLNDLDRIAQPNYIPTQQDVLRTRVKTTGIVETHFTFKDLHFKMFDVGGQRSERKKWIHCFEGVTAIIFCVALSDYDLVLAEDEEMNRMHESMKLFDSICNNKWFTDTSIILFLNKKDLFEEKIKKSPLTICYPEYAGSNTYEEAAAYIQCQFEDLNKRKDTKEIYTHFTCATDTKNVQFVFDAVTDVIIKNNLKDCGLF
# NPSR antagonist = neuropeptide S receptor (human) antagonism, cAMP | CHO-NPSR cells, cAMP TR-FRET, antagonist mode | Potency, µM (doses to about 38.3 µM), for the others: top-dose activity change, negative = inhibition, hits mostly inhibitors | 220,000 tested, 1% active; also: % is scaled to controls: 0 for no effect and ±100 for the full control effect; nearly all actives have a fitted effect of over 50% in size; many of its hits are not listed in these tables
# Target sequence (Q6W5P4 whole entry, looked up): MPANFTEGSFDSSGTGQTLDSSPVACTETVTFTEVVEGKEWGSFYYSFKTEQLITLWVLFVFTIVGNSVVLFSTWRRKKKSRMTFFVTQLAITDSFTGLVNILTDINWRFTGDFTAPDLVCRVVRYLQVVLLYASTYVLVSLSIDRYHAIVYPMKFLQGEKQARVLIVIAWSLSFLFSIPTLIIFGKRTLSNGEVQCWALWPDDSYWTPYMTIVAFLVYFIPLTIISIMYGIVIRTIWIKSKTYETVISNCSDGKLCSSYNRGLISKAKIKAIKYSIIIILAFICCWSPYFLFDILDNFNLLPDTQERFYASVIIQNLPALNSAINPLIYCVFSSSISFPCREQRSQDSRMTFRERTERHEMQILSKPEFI
# RECQ1 inh = RECQ1 (human) helicase inhibition. P46063. RECQ1 DNA unwinding, red fluorescence kinetic read. Potency, µM (series often up to 57.3 µM), without a hit: top-dose activity, negative = inhibition, usual class: inhibitors. 240,000 tested, 0.54% active. AID 2549;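 also: plate controls were vehicle for no effect and no enzyme for full effect; nearly all actives have a fitted effect of over 30% in size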
#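 50 nM RECQ1T1 preincubated 15 min with compound in Tris pH 8.0 buffer with MgCl2, DTT, Tween-20 and 2.5 ug/ml poly(dI-dC); started with 200 nM TAMRA/BHQ-2 forked duplex and 2 mM ATP. Unwinding read as fluorescence (525/598 nm), two reads 2 h apart.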
# Active calls of the source: *; i = inactive; ? = inconclusive; . = no result given; & = joins results of further samples; [ ] = remark or other dose. Unless noted, calls follow the shape of the dose curve; as a rule, active = well fitted curve in the direction sought with a large enough effect; inconclusive = small, poorly fitted or top-dose-only effect, or another doubt; inactive = no such curve, though single readings can be large; an effect the other way counts as inactive or inconclusive. Potency is read from the fitted curve at half-maximal effect.
structure,IMPase Li inh,JMJD2E inh,Epigenetic derep,Luc counter,SMN2 splice enh,GoLoco inh red,NPSR antagonist,RECQ1 inh
O=C(Nc1ccc(Br)cc1)C1CCCN1S(=O)(=O)c1cccs1 (stereo unspecified),2%[38.3 µM],-5%,-0.2%,-2%,-70%[inhibitor],10%,0%[46.1 µM],-3%
COc1cc(/C=C2\SC(=S)N(NS(=O)(=O)c3ccccc3)C2=O)ccc1O,.,3%,0.1%,.,.,190%[activator],-46%,28µM*
Cc1cccc(-c2nnn(C/C(N)=N/O)n2)c1,3%,-8%,1.0%,-1%,.,12%,6%,-5%
COC(=O)c1ccccc1NC(=O)CSc1nnc(C(C)NC(=O)c2ccc(Cl)cc2Cl)n1C (stereo unspecified),10%[38.3 µM],-2%,-2.7%,1%,-1%,2%,-16%[46.1 µM],i
O=C(NN1C(=O)C2C3C=CC(C3)C2C1=O)c1ccncc1 (stereo unspecified),3%,-7%,0.0%,-1%,-15%,0%,12%,-4%
COc1ccc(-c2cc(-c3ccc(C)cc3)nc(SCc3nnc(-c4ccccc4)o3)c2C#N)cc1OC,-28%,?,0.1%,-2%,-48%[inhibitor],6%,-7%,-3%
CCCn1nnnc1NCc1cc(Br)ccc1OC,-12%,-9%,1.1%,-12%,.,-5%,-12%,-10%
CC(C)Cn1cnc2c(SCc3ccc(Cl)cc3Cl)nc(N)nc21,-2%,.,.,1%[7.66 µM],-7%[9.22 µM],3%[14.2 µM],.,.
COC(=O)c1ccc(/C=N/N2CCN(Cc3ccccc3Cl)CC2)cc1,.,-9%,0.0%,.,.,3%,-2%,-3%
CCn1ccnc1CN1CCc2c([nH]c3ccccc23)C1C(C)(C)C (stereo unspecified),24%,-22%,-3.8%,0%,.,3%,35%,i

# Profiles, looked up by structure:
# Results for COc1cc(/C=C2\SC(=S)N(NS(=O)(=O)c3ccccc3)C2=O)ccc1O : IMPase Li inh: .; JMJD2E inh: 3%; Epigenetic derep: 0.1%; Luc counter: .; SMN2 splice enh: .; GoLoco inh red: 190%[activator]; NPSR antagonist: -46%; RECQ1 inh: 28µM*
# Results for COc1ccc(-c2cc(-c3ccc(C)cc3)nc(SCc3nnc(-c4ccccc4)o3)c2C#N)cc1OC : IMPase Li inh: -28%; JMJD2E inh: ?; Epigenetic derep: 0.1%; Luc counter: -2%; SMN2 splice enh: -48%[inhibitor]; GoLoco inh red: 6%; NPSR antagonist: -7%; RECQ1 inh: -3%

# Further results.
structure,IMPase Li inh,JMJD2E inh,Epigenetic derep,Luc counter,SMN2 splice enh,GoLoco inh red,NPSR antagonist,RECQ1 inh
CCN(CC)S(=O)(=O)c1ccc(NC(=O)COc2nc3ccccc3nc2N2CCOCC2)cc1,5%,-12%,1.1%,2%,?,-10%,-23%,i
CCOC(=O)C1CCCN(Cc2nc(N)nc(Nc3ccc(OC)cc3)n2)C1 (stereo unspecified),17%[38.3 µM],-5%,0.0%,1%,-46%[inhibitor],2%,-10%[46.1 µM],-3%
CCCS(=O)(=O)N1CCCC(C(=O)NCCCOC(C)C)C1 (stereo unspecified),0%[38.3 µM],8%,-2.3%,-7%,2%,-1%,0%[46.1 µM],-3%
Cc1ccc(-n2cccn2)c([C@@H]2C[C@H]3CN(C)C(=O)[C@]34CCCN24)c1,-3%,3%,-2.3%,.,.,7%,3%,i
CCC(C)(C)NCC(=O)Nc1ccc(OC(F)(F)F)cc1,25%[38.3 µM],3%,0.8%,-5%,-12%,11%,-6%[46.1 µM],i
COc1ccc(/C=C/C(=O)Oc2ccc(/C=N\NC(=O)c3ccc(F)cc3)cc2)cc1,8%,-2%,0.0%,-3%,29%,1%,16%,-5%
CC(=O)Nc1ccc(C2C(=O)c3ccccc3C2=O)cc1,.,-7%,1.0%,.,.,2%,-40%,-1%
CCOC(=O)C1=C(CSc2nnnn2C)N(C)C(=O)NC1c1ccccc1 (stereo unspecified),32%[38.3 µM],-6%,-3.9%,-6%,6%,-2%,-17%[46.1 µM],-3%
Fc1cccc(Cl)c1-c1nnc2ccc(N3CCOCC3)nn12,-10%[38.3 µM],1%,-1.0%,-1%,-19%,9%,-7%[46.1 µM],-11%
O=C(NCC1CC1)C1CCCN(S(=O)(=O)c2ccc(-n3cnnn3)cc2)C1 (stereo unspecified),22%[38.3 µM],1%,9.0%,4%,-3%,4%,-6%[46.1 µM],-1%
COc1ccc(CN(C(=O)CO/N=C/c2ccccc2)c2ccccc2C(=O)O)cc1,4%,0%,-1.1%,4%,-10%,3%,11%,12%
COc1cc(/C=C2/CCCC(C(=O)C(F)(F)F)=C2O)ccc1O,.,?,1.1%,.,.,79%[activator],1%,i
C=CCSc1nnc(NC(=O)CSc2nnc(C)s2)s1,-4%[38.3 µM],4%,-1.0%,5%,-9%,7%,-9%[46.1 µM],-3%
CC(=O)N1CCC2(CCCN(Cc3ccc(C#N)cc3)C2)CC1,20%,.,.,2%,-4%,2%,.,-8%
CCS(=O)(=O)c1ccc2oc(Nc3cccc(OC)c3)nc2c1,7%,-2%,-0.3%,-8%,17%,2%,-17%,-5%
Cc1cccc(N(CC(=O)N2CCOCC2)S(C)(=O)=O)c1,-2%[38.3 µM],3%,2.0%,-2%,23%,3%,-5%[46.1 µM],1%
CC(=O)Nc1ccc(O)c(-c2nc3ccccc3s2)c1,-4%,?,1.0%,0%,30%,3%,10%,i
CCCCCCN(C(=O)CCCCCN1C(=O)NC(c2ccccc2-c2ccccc2)C(C(=O)OCc2ccccc2)=C1C)C(C(=O)NCCCC)c1ccc(OCC(=O)OC)c(C(=O)OC)c1 (stereo unspecified),6%,-10%,1.4%,1%,-12%,4%,.,-6%
C=CCN1C(=O)/C(=C/c2ccc(O)cc2)S/C1=N/c1nccs1,15%,-4%,1.3%,-1%,-29%,17%,-2%,1%
CCOC(=O)Cn1c(=O)oc2cc(S(=O)(=O)Nc3ccc(N(CC)CC)cc3C)ccc21,22%[38.3 µM],-19%,3.7%,-2%,-7%,29%,?,-6%
CCN1CCN(CCNC(=O)c2ccc(/C=C3\Sc4ccccc4N(Cc4ccccc4F)C3=O)cc2)CC1,16%,?,6.5%,0%,-1%,6%,9%,-6%
CSc1ccc(Cl)c(C(=O)OCC(=O)Nc2ccccc2OC(F)F)c1,2%,?,-1.8%,-1%,2%,4%,4%,-11%
O=C(NCc1cccnc1)c1ccc(Cl)c(Cl)c1,19%[38.3 µM],-7%,-0.8%,0%,-22%,0%,-5%[46.1 µM],-8%
Cc1cc(Cl)c(S(=O)(=O)N/N=C/c2ccc3c(c2)OCO3)c(Cl)c1,32%[activator][38.3 µM],4%,-3.4%,-6%,?,-4%,-11%[46.1 µM],-8%
CCOC(=O)C(=O)/C(C#N)=C/Nc1ccccc1,-8%[38.3 µM],-10%,3.1%,-2%,3%,2%,2%[46.1 µM],-1%
C/C=C/c1ccc(O)c(OC)c1,-6%,.,.,.,-2%,4%&-3%,.,-8%
O=C(CSc1nnnn1-c1cccc2ccccc12)NC(C(=O)O)(c1ccccc1)c1ccccc1,4%,-5%,-0.2%,.,.,-14%,14%,-3%
O=C1NN(c2ccccc2)C(=O)C2C3C=CC(C4CC34)C12 (stereo unspecified),-5%[38.3 µM],-6%,-1.5%,-4%,11%,5%,5%[46.1 µM],0%
COc1ccc(NC(=O)CC2C(=O)N(c3cccc(OC)c3)C(=O)N2C(C)C)cc1 (stereo unspecified),-9%,2%,-0.4%,-1%,10%,2%,14%,-12%
COc1ccccc1C(=O)CSc1n[nH]c(N)n1,-10%[38.3 µM],?,8.7%,-5%,-6%,8%,1%[46.1 µM],i
CCOc1ccc(C2CC(c3cccc(Cl)c3)n3nc(N)nc3N2)cc1 (stereo unspecified),6%,-1%,-1.0%,-1%,-10%,-13%,-23%,-1%
CC(C)Oc1ccc(C2c3c(oc4ccccc4c3=O)C(=O)N2CCCN2CCOCC2)cc1 (stereo unspecified),22%[38.3 µM],?,9.1%,1%,.,12%,-5%[46.1 µM],-2%
CCN(CC)c1ccc(C2N(C(=O)N3CCOCC3)CCN2S(=O)(=O)c2ccc(C)cc2)cc1 (stereo unspecified),19%[38.3 µM],-1%,0.0%,-3%,0%,-18%,-23%[46.1 µM],-3%
N#Cc1cccc(NC(=O)N2CCCC3(CCN(S(=O)(=O)c4ccccc4)CC3)C2)c1,14%,.,.,2%,-25%,-9%,.,-9%
O=C(Cc1noc2ccccc12)Nc1ccc(Cl)cc1,6%,5%,3.8%,-4%,?,7%,-13%,-5%
O=C(Nc1ncn[nH]1)c1cccc(S(=O)(=O)N2CCOCC2)c1,-1%,11%,-1.3%,-1%,1%,-2%,8%,15%
CCCS/C(N)=N/N=C/c1ccccc1O,23%[38.3 µM],-25%,0.6%,-2%,11µM*,5%,-6%[46.1 µM],-15%
O=C(CN1CCN(C/C=C/c2ccccc2)CC1)NCc1ccc(Cl)cc1,.,7%,3.8%,.,.,7%,-24%,-5%
CCOC(=O)N1CCN(c2ccc([N+](=O)[O-])cc2F)CC1C (stereo unspecified),5%,-8%,-1.1%,2%,-28%,5%,-16%,-1%
O=C1CN(C(=O)CCN2CCOCC2)C(c2ccccc2)c2cc(Br)ccc2N1 (stereo unspecified),-3%[38.3 µM],12%,-0.9%,0%,-4%,-3%,2%[46.1 µM],-1%
O=C(CC1NC(=O)NC1=O)Nc1ccccc1 (stereo unspecified),17%[38.3 µM],2%,2.0%,0%,-9%,0%,8%[46.1 µM],-15%
CN(C)c1ccc(/C=N/NC(=O)c2ccccn2)cc1,.,-15%,1.2%,.,.,8%,?,-11%
CC#CCNCc1ccccc1,-16%[38.3 µM],2%,-1.0%,-2%,-2%,9%,3%[46.1 µM],-2%
Clc1cc(NCc2cccs2)ccc1N1CCOCC1,21%,-14%,-7.0%,2%,?,-10%,-6%[46.1 µM],-1%
Cc1cc(C)cc(C(=O)NCC(=O)OCC(=O)NCc2ccco2)c1,-5%,7%,2.6%,1%,4%,5%,2%,-12%

# The list is partial; rates above refer to the full screens.
